Bioassay records: PubChem BioAssay, National Center for Advancing Translational Sciences (NCATS)
D1 antag: blocks dopamine activation of the human D1 receptor; 3.2% of 360,000 active; P21728; HEK293 TREx D1 cells, calcium flux, dopamine EC80; hits give low values; AID 504652; activity change, negative = inhibition, % at 10 µM; in the data active means activity change below about -30%; further: on the % scale 0 is the no-effect control and ±100 the full control effect
Target sequence (P21728 whole entry, looked up): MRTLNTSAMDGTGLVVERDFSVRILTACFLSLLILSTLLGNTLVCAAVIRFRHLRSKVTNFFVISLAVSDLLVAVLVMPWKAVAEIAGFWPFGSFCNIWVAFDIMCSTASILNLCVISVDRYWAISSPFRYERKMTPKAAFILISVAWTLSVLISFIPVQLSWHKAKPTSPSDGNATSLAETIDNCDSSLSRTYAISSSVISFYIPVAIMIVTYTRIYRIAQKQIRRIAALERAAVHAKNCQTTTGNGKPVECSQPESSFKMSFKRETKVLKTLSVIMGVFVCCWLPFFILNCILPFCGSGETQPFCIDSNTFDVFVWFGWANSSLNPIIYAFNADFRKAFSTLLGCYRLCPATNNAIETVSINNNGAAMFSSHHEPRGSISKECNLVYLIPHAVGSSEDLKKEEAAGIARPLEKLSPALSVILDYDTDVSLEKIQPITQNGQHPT
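Using tetracycline-induced force-coupled D1 Hek293 cells and a calcium dye, signals were followed for 180 s after compound, then for 180 s after EC80 dopamine, to detect inhibitors.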
D2 antag: antagonists of human D2 dopamine receptor; P14416; HEK293 TREx D2 cells, calcium flux, dopamine EC80; inhibition, % at 10 µM; 2% of 340,000 active; in the data active means inhibition above about 30%; further: 0% is about no effect
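Measurement of antagonist activity uses fluorescent calcium dye in inducible HEK293 T-REx D2 cells: 10 s baseline, compound addition with 180 s read, EC80 dopamine addition with a further 180 s read.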
D2 ag: activates the human D2 dopamine receptor; P14416; HEK293 T-REx D2 cells, calcium flux agonist mode; activation, % at 2 µM; 0.53% of 340,000 active;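 active means activation over 3 SD above normal in the single-dose calcium agonist read, cut at about 30% in these data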; further: 0% is about no effect
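Tetracycline-induced HEK293 T-REx cells with force-coupled D2 receptor, plated overnight at 30 C, loaded with no-wash calcium dye. After a 10 s baseline, compound was pin-added and calcium flux read kinetically for 180 s; calcium rises flagged agonists.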
D1 potentiator: potentiators of human D1 dopamine receptor; P21728; HEK293 TREx D1 cells, calcium flux, dopamine EC20 potentiation; potentiation, % at 10 µM; 0.036% of 360,000 active; AID 504651; in the data active means potentiation above about 30%; further: 0% is about no effect
TRHR PAM: allosteric enhancers of human TRH receptor. P34981. TRHR cells, fluo-8 calcium fluorescence, EC20 TRH enhancement. enhancement, % at 2 µM. 0.66% of 360,000 active. AID 493056; in the data active means enhancement above about 30%; further: 0% is about no effect
Target sequence (P34981 whole entry, looked up): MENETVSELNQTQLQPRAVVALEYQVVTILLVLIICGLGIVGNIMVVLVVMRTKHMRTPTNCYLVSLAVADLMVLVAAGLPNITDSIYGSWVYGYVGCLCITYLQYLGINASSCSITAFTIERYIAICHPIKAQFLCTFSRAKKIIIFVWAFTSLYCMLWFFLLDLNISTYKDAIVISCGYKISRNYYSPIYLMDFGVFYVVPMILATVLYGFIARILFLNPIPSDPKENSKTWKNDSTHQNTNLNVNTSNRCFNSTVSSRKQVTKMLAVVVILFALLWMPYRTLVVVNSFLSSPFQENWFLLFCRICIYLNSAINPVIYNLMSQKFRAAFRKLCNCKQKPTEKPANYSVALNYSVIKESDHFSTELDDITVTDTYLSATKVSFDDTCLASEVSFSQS
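Enhancer read-out: after compound pinning and an initial kinetic agonist-mode read, an EC20 of TRH (10 nM final) was injected and fluo-8 calcium signal (Ex 480/Em 530) followed at 1 s/cycle for 100 cycles in TRHR-expressing cells.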
RXFP1 antagonist: blocks the human relaxin receptor RXFP1; AID 1259400; HEK293-RXFP1, relaxin-stimulated cAMP HTRF, 30 min; hits give low values; activity change, negative = inhibition, % at 57.5 µM; Q9HBX9; 0.59% of 350,000 active;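 active means activity change of -60% or lower, but not beyond a set lower limit; inconclusive means change between -60% and -40%, or beyond the set limit; inactive means change above -40%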; further: on the % scale 0 is the no-effect control and ±100 the full control effect
TRHR agonist: TRH receptor (human) agonism; P34981; TRHR cells, calcium flux fluo-8, FDSS agonist mode; activation, % at 2 µM; 0.18% of 360,000 active; AID 493084; further: 0% is about no effect
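TRHR-expressing cells, plated overnight in medium with 10% serum, were loaded with fluo-8 calcium dye at room temperature. After a 10 s baseline, library compound was pin-added and calcium release was recorded kinetically (ex 480/em 530) as agonist response.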
D2 potentiator: positive allosteric modulators of human D2 dopamine receptor. HEK293 T-REx D2, calcium flux, EC20 dopamine potentiation. potentiation, % at 10 µM. 0.34% of 340,000 active;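 active means potentiation over 3 SD above the plate norm, cut at about 30% in these data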; further: 0% is about no effect
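Tetracycline-induced Hek293 Trex D2 cells, force-coupled to calcium, loaded with no-wash calcium dye. Compound added with 180 s kinetic read for agonism, then EC20 dopamine and a further 180 s read for potentiation.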
D1 agonist: activates the human D1 dopamine receptor | HEK293 T-REx D1 cells, calcium flux, agonist mode | activation, % at 2 µM | 1% of 360,000 active | AID 504660; further: 0% is about no effect
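Agonism was scored from calcium flux recorded over 180 s (1 read/s) after pintool compound addition, following a 10-cycle baseline. Cells were inducible force-coupled HEK293 TREx D1, plated overnight at 30 C and loaded with no-wash calcium dye.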
Active calls of the source: *; ? = inconclusive; nt = no result given; & = joins results of further samples. Unless noted, no stated cut-off is given here; in the data, active means activation above about 30%; inactive means the rest. Rows were taken by chance; any-hit rate near 7.3%.

SMILES | D1 antag | D2 antag | D2 ag | D1 potentiator | TRHR PAM | RXFP1 antagonist | TRHR agonist | D2 potentiator | D1 agonist
CCOC(=O)c1cc(-c2ccccc2)sc1NC(=O)C(C)OC(=O)c1ccncc1 (configuration not stated) | 12 | -1 | -2.3 | -4 | 3 | -3 | 0.6 | 15 | 2
CN(CC(=O)Nc1ccc(F)c(F)c1F)C(=O)C1CC(=O)N(C2CCCC2)C1 (configuration not stated) | 1 | -12 | -0.1 | 1 | 4 | 4 | 0.1 | 5 | 3
COc1ccc(CNC(=O)CCCn2ccc3cc(S(=O)(=O)N4CCCC4)ccc32)cc1 | -7&3 | -3 | -0.5&-0.5 | 1&-3 | -6&-3 | 30&-12 | -0.6&-0.1 | -4&-7 | 1&7
C[C@H](NC(=O)CCn1nnc2ccccc2c1=O)C(=O)O | -6 | -1 | -0.4 | 0 | 3 | 7 | -0.3 | -14 | 3
COc1cccc(NC(=O)CCSc2ccc3ccccc3n2)c1 | -6 | nt | nt | -8 | 6 | 1 | 0.6 | nt | 0
Cc1ccc(C(C(=O)NC2CCCC2)N(Cc2cccnc2)C(=O)c2snc(C(N)=O)c2N)o1 (configuration not stated) | -8 | 24 | -0.6 | 2 | 1 | -2 | -0.5 | 9 | 5
CCN(c1ccc(NC(=O)CCc2nc3sc4c(c3c(=O)[nH]2)CCCC4)cc1)C(C)C | 3 | 0 | 0.2 | -3 | 3 | -26 | -0.2 | 3 | 0
CCc1ccc(NC(=O)c2cc3ccccn3n2)cc1 | -4 | nt | 0.1 | -4 | 10 | -6 | -0.2 | -3 | 0
O=C1C=C(c2ccc(-c3ccccc3)c(F)c2)C[C@@H](c2ccc(Cl)cc2)C1 | nt | 0 | 3.7 | 0 | 10 | nt | 1.2 | 14 | 6
COc1cc(-c2nnc(SCC#CCO)o2)cc(OC)c1OC | -9 | -13 | -0.9 | -3 | -2 | 5 | -0.6 | 0 | 1
CCc1nnc(NC(=O)c2ccc(S(=O)(=O)N3CCCC3)cc2)s1 | -17 | -24 | 0.4 | nt | 13 | -2 | 0.5 | -1 | 7
Cc1cc(C)cc(NC(=O)CCNC(=O)c2ccc([N+](=O)[O-])cc2)c1 | -19 | -2 | -2.0 | 4 | 1 | -7 | -0.8 | -4 | 2
Cc1cc(C(=O)NCC2CCCCC2)ccc1[N+](=O)[O-] | 0 | -3 | 3.5 | 1 | -3 | -3 | 0.3 | nt | 3
Cc1ccc(-c2cn(C[C@H]3CC[C@@H]([C@@H]4CC[C@H](Cn5cc(-c6ccc(C)cc6)nn5)O4)O3)nn2)cc1 | 1 | 14 | -0.4 | -2 | -8 | nt | -0.8 | 5 | 1
O=C(CCCN1C(=O)/C(=C\c2ccccc2)SC1=S)Nc1ccc(O)cc1C(=O)O | 0 | -12 | 0.4 | 0 | -2 | ? | -0.8 | 6 | 0
Cn1nc(C(=O)NC2CCCCC2)c2c1-c1ccccc1SC2 | 6 | 12 | 0.2 | -4 | -4 | -8 | 0.3 | -6 | 4
O=Cc1ccc(-c2nc3ccccc3s2)o1 | 2 | 12 | 0.1 | 5 | -7 | -22 | -0.2 | -7 | 4
Cc1cc(C)cc(-n2c(SCC(=O)N3CCCCCC3)nc3c([nH]c4ccccc43)c2=O)c1 | -18 | nt | 1.3 | -7 | 5 | nt | 0.1 | -3 | 0
Cc1cc(/C=C(\C#N)C(=O)Nc2ccccc2)c(C)n1-c1ccc(F)cc1 | -1 | nt | 1.2 | -4 | 25 | nt | 2.2 | -15 | 0
FC(F)(F)c1cc(Oc2ccc(Cl)cc2)ncc1-c1nnc(-c2ccc(Cl)cc2)o1 | 8 | 5 | 0.8 | -1 | 2 | -14 | 3.1 | 2 | 5
Cc1ccc2nc(N3CCN(C(=O)C4CC4)CC3)sc2c1 | nt | nt | 0.6 | -1 | 5 | 11 | -0.1 | 11 | -2
COc1ccccc1CCN1C(=S)NC(C)(C)CC1(C)O (configuration not stated) | 11 | -1 | 0.2 | -2 | 8 | 7 | -0.8 | 14 | 2
O=C(Nc1ccnc(-c2ccncc2)n1)c1ccccc1Cl | -4 | 5 | -0.2 | -3 | 0 | -7 | -0.6 | 5 | 4
COc1cccc(OC)c1C(=O)Nc1c(C(=O)N2CCN(C)CC2)oc2ccccc12 | 3 | 9 | -0.9 | -5 | 11 | -7 | 0.5 | 0 | 0
COc1ccc(CCNC(=O)CCn2c(SCC(=O)N3CCCC3)nc3ccccc3c2=O)cc1OC | 11 | nt | nt | -2 | 3 | -4 | -1.4 | nt | 0

Sorted by length of the SMILES (ascending): some entries from above
SMILES | D1 antag | D2 antag | D2 ag | D1 potentiator | TRHR PAM | RXFP1 antagonist | TRHR agonist | D2 potentiator | D1 agonist
C[C@H](NC(=O)CCn1nnc2ccccc2c1=O)C(=O)O | -6 | -1 | -0.4 | 0 | 3 | 7 | -0.3 | -14 | 3
Cc1cc(/C=C(\C#N)C(=O)Nc2ccccc2)c(C)n1-c1ccc(F)cc1 | -1 | nt | 1.2 | -4 | 25 | nt | 2.2 | -15 | 0
Cc1cc(C)cc(-n2c(SCC(=O)N3CCCCCC3)nc3c([nH]c4ccccc43)c2=O)c1 | -18 | nt | 1.3 | -7 | 5 | nt | 0.1 | -3 | 0
Cc1ccc(-c2cn(C[C@H]3CC[C@@H]([C@@H]4CC[C@H](Cn5cc(-c6ccc(C)cc6)nn5)O4)O3)nn2)cc1 | 1 | 14 | -0.4 | -2 | -8 | nt | -0.8 | 5 | 1

The listing continues.
SMILES | D1 antag | D2 antag | D2 ag | D1 potentiator | TRHR PAM | RXFP1 antagonist | TRHR agonist | D2 potentiator | D1 agonist
Cc1ccc(-n2nnnc2SCC(=O)NNC(=O)c2ccco2)cc1C | 0 | -23 | 0.4 | -2 | -8 | 17 | 0.3 | -11 | -2
CC1CC(O)C(C)CN1 (configuration not stated) | 3 | -3 | 1.4 | 6 | 2 | -2 | 0.6 | -2 | 1
Cc1cc(C)nc(SCc2ccc(C(=O)O)o2)n1 | -3 | 9 | 0.9 | 7 | 9 | 5 | -0.4 | 9 | 1
COc1ccc(OC)c(NC(=O)COC(=O)CN2C(=O)NC3(CCCC3)C2=O)c1 | 13 | 3 | 0.3 | -8 | -1 | 0 | -0.1 | -6 | 1
Cn1cc(S(=O)(=O)NCc2cccs2)c(=O)n(C)c1=O | -10 | 9 | 0.6 | -5 | 5 | 5 | 0.3 | 5 | 3
Cc1ccc(NC(=O)C2CCN(c3nc4ccccc4[nH]3)CC2)c(C)c1 | -6 | nt | -0.6 | -2 | -3 | -4 | -0.4 | -10 | -1
COCCn1c(SCC(=O)Nc2c(C)n(C)n(-c3ccccc3)c2=O)nnc1-c1ccncc1 | -8 | 3 | 1.3 | 2 | 7 | -12 | 0.2 | 13 | 1
Cc1cc(C)n(/N=C/c2ccccc2)c(=O)c1C#N | -4 | 4 | -0.5 | -5 | 8 | 20 | -0.4 | 5 | 3
Cn1c(SCC(=O)NCCN2C(=O)CSC2=O)nc2ccccc2c1=O | 8 | 15 | 1.0 | 4 | 2 | 7 | 0.1 | 11 | 3
Cc1cccc(N2CCN(S(=O)(=O)c3cnc[nH]3)CC2)c1C | -6 | 21 | 1.2 | nt | -1 | nt | 0.0 | -4 | 3
COc1ccc(C(CC(=O)Nc2ccc(C(C)=O)cc2)N2Cc3ccccc3C2=O)cc1 (configuration not stated) | -4 | nt | nt | 0 | 4 | -3 | 0.1 | -1 | 1
CCCCN(CC)C(=O)c1cccc(Cl)c1 | 1 | -3 | -0.7 | -3 | -1 | 12 | -0.9 | -9 | 2
COc1ccc(Cl)cc1S(=O)(=O)Nc1noc2ccccc12 | -20 | 8 | 0.5 | -9 | 6 | 1 | 0.1 | 2 | 2
CSc1ccccc1OCc1cc(C(=O)N2CCC[C@H]2C(N)=O)no1 | 5 | 10 | 0.0 | 1 | 2 | -13 | 0.2 | 0 | 0
O=C(O)/C=C/C(=O)N1CCN(c2ccc(F)cc2)CC1 | -1 | nt | nt | 0 | 10 | -10 | 0.2 | -5 | 1
CSc1nnc2n(C)c3c(c(=O)n12)C1(CCCC1)Cc1ccccc1-3 | 1 | -3 | 0.8 | 5 | 13 | 3 | -0.1 | 2 | -1
CC1CC(C)CN(C(=O)c2ccc(-c3ccc([N+](=O)[O-])cc3)o2)C1 (configuration not stated) | -9 | -7 | 0.5 | 1 | 4 | nt | -0.6 | -2 | 0
O=S1(=O)CCC(=Nc2ccc(Cl)cc2)c2ccsc21 | 1 | 7 | 1.1 | 2 | -4 | 5 | 0.6 | 18 | 2
CCCCn1c(=O)c(CCC(=O)OCC(=O)Nc2cccc3ccccc23)nc2ccccc21 | -18 | -17 | -1.8 | 4 | -3 | -5 | -1.2 | 9 | 3
Fc1ccccc1OCCSc1nnnn1-c1ccccc1 | -2 | -3 | -0.8 | -5 | 6 | 4 | -2.2 | 3 | 23
CCCCn1c(=NC(=O)c2ccc3c(c2)OCO3)c(C#N)cc2c(=O)n3cccc(C)c3nc21 | 2 | 5 | -0.5 | -2 | -4 | -14 | -1.5 | 5 | 3
CCN(CC)S(=O)(=O)c1cccc(NC(=O)CCNC(=O)c2ccc([N+](=O)[O-])cc2)c1 | 2 | 2 | -2.3 | -4 | -6 | 0 | -1.4 | 11 | 3
Cc1ccc(C(C)C)c(OCC(O)CNC2CCCC2)c1 (configuration not stated) | -6 | -11 | 0.5 | -8 | 3 | -13 | 0.6 | -23 | 12
COCCNC(=O)CN1C(=O)NC2(CCCc3cc(OC)ccc32)C1=O (configuration not stated) | 11 | -8 | -0.1 | -5 | 20 | -3 | 0.1 | 12 | 2
CC(C)(C)OC(=O)NCCCCCC(=O)N/N=C/c1coc2ccccc2c1=O | 13 | -2 | 0.0 | 1 | -5 | -10 | -0.1 | 0 | 2
Continuation:
SMILES | D1 antag | D2 antag | D2 ag | D1 potentiator | TRHR PAM | RXFP1 antagonist | TRHR agonist | D2 potentiator | D1 agonist
COc1ccc(-n2c(-c3ccc(Cl)cc3)cc3c2CC(C)(C)CC3=O)c(OC)c1 | -15 | nt | 0.6 | -2 | -10 | -36 | 0.2 | 0 | 2
CC(C)(C)OC(=O)NC1CONC1=O (configuration not stated) | -29 | -4 | 1.0 | -5 | 1 | 2 | 0.6 | -6 | 3
CN1CCN(S(=O)(=O)c2ccc(NC(=O)c3ccccc3Cl)cc2)CC1 | -33* | -3 | 0.3 | -9 | -3 | -38 | 0.2 | -3 | 0
CC(=O)Nc1ccc(S(=O)(=O)N(C)CC(=O)N/N=C/c2ccc(C(=O)O)cc2)cc1 | -7 | nt | nt | 0 | 3 | -2 | 0.5 | nt | 2
CCOC(=O)C1CCN(C(=O)c2cc3c(OC)c(OC)c(OC)cc3[nH]2)CC1 | -18 | 12 | -0.5 | -4 | -4 | -19 | -0.5 | -16 | 0
Cc1[nH]c2c(C)cccc2c(=O)c1Br | 7 | nt | nt | -2 | 10 | 6 | -0.4 | nt | 4
CCCCc1c(O)nc(SCC(=O)N2CCOCC2)[nH]c1=O | 4 | nt | nt | -4 | -2 | -1 | 0.7 | nt | 3
COc1ccc(NC(c2ccc(F)cc2)c2nnc(-c3ccccc3Cl)o2)cc1Cl (configuration not stated) | 9 | nt | 0.8 | 0 | -6 | -12 | 0.2 | -1 | 3
